# Pol beta inh – DNA polymerase beta (human) inhibition; Pol beta primer extension/strand displacement, fluorescence kinetic; Potency, µM (doses to about 114 µM), for the others: at the top dose activity change, negative = inhibition, hits mostly inhibitors; 340,000 tested, 1.3% active; note: % is set by controls: 0 for no effect and ±100 for the full control effect
#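 Values derive from four-parameter Hill fits of normalized kinetic data: reads at 0 and 10 min following addition of 50 nM substrate to 10 nM Pol beta preincubated 15 min with compound.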
# APE1 inh – inhibitors of human APE1 endonuclease; recombinant APE1, TAMRA/BHQ-2 abasic DNA cleavage fluorescence; Potency, µM (highest dose often 65.8 µM), inactives show at the highest dose activity change, negative = inhibition, usual class: inhibitors; 350,000 tested, 0.35% active;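 note: plate controls were vehicle for no effect and reference inhibitor for full effect; nearly all actives have a fitted effect of over 55% in size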
#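 APE1 at 0.75 nM final was preincubated with compound 15 min at room temperature, then 50 nM double-stranded THF abasic-site substrate (5'-TAMRA/3'-BHQ-2) was added. Fluorescence (ex 525/em 598 nm) was read kinetically; third-minus-first read gave activity.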
# Pol kappa inh – inhibitors of human DNA polymerase kappa | purified Pol kappa, fluorescent DNA synthesis assay, 10 min | Potency, µM (doses to about 107 µM), inactives show at the highest dose activity, negative = inhibition, actives largely listed as inhibitors | 400,000 tested, 0.53% active; note: % is set by controls: 0 for no effect and ±100 for the full control effect
#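 Pol kappa 10 nM + cpd, 15 min RT; start w/ substrate 50 nM final; fluorescence kinetic read, 0 and 10 min. Neg ctrl: buffer, no enzyme.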
# POLI inh – inhibitors of human DNA polymerase iota; Q9UNA4; Pol iota fluorescent replication assay, 10 min; Potency, µM (series often up to 115 µM), for the others: at the top dose activity, negative = inhibition, usual class: inhibitors; 390,000 tested, 1% active
#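 Pol iota at 10 nM preincubated 15 min with compounds at room temperature; reaction started with fluorescent substrate, 50 nM final. Fluorescence read kinetically at 0 and 10 min; buffer-only wells as negative control.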
# G9a block – G9a (human) methyltransferase inhibition. AID 504332. 350,000 tested, 8.8% active. G9a H3K9 monomethylation, AlphaScreen, 2 h. Q96KQ7. Potency, µM (series often up to 102 µM), inactives show top-dose activity, negative = inhibition, most hits filed as inhibitors; note: % is set by controls: 0 for no effect and ±100 for the full control effect; nearly all actives have a fitted effect of over 75% in size
#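 Compounds were preincubated with 20 nM G9a for 15 min, after which biotinylated H3K9 peptide (500 nM) and SAM (20 uM) started a 2 h room-temperature reaction. Monomethylated product was quantified by antibody-based AlphaScreen chemiluminescence.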
# POLH inh – blocks human DNA polymerase eta activity; Potency, µM (titrated, usually from 114 µM), for inactives: at the top dose activity change, negative = inhibition, most hits filed as inhibitors; 390,000 tested, 1.2% active; AID 588591; recombinant Pol eta, fluorescent DNA replication assay; note: % is set by controls: 0 for no effect and ±100 for the full control effect
#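 Pol eta at 10 nM preincubated with compounds 15 min at room temperature; reaction started with fluorescent substrate (50 nM final) and read kinetically at 0 and 10 min.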
# BLM helicase inh – blocks DNA unwinding by human BLM helicase; AID 2528; 350,000 tested, 0.2% active; P54132; Potency, µM (highest dose often 56.1 µM), for the others: top-dose activity change, negative = inhibition, hits mostly inhibitors; recombinant BLM DNA unwinding, fluorescence dequenching;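 note: plate controls were vehicle for no effect and no enzyme for full effect; nearly all actives have a fitted effect of over 35% in size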
# BAZ2B inh – inhibitors of human BAZ2B bromodomain. AlphaScreen BAZ2B-H3K14Ac peptide displacement. AID 504333. Potency, µM (top dose mostly 114 µM), without a hit: at the highest dose activity change, negative = inhibition, actives largely listed as inhibitors. 360,000 tested, 4.4% active. Q9UIF8; note: % is set by controls: 0 for no effect and ±100 for the full control effect; nearly all actives have a fitted effect of over 60% in size
#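 In this displacement format the biotinylated H3(5-23) peptide acetylated at Lys14 serves as ligand at 50 nM, with BAZ2B at 50 nM in PBS pH 7.4 containing 0.01% Tween-20. Donor and acceptor beads are 10 ug/mL final.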
# JMJD2A Tudor inh – JMJD2A Tudor domain (human) inhibition; O75164; AlphaScreen JMJD2A-Tudor / H3K4me3 peptide binding; Potency, µM (top dose mostly 114 µM), without a hit: top-dose activity change, negative = inhibition, actives largely listed as inhibitors; 390,000 tested, 4.4% active; note: % is set by controls: 0 for no effect and ±100 for the full control effect; nearly all actives have a fitted effect of over 50% in size
# Target sequence (O75164 whole entry, looked up, the tested form may be a part): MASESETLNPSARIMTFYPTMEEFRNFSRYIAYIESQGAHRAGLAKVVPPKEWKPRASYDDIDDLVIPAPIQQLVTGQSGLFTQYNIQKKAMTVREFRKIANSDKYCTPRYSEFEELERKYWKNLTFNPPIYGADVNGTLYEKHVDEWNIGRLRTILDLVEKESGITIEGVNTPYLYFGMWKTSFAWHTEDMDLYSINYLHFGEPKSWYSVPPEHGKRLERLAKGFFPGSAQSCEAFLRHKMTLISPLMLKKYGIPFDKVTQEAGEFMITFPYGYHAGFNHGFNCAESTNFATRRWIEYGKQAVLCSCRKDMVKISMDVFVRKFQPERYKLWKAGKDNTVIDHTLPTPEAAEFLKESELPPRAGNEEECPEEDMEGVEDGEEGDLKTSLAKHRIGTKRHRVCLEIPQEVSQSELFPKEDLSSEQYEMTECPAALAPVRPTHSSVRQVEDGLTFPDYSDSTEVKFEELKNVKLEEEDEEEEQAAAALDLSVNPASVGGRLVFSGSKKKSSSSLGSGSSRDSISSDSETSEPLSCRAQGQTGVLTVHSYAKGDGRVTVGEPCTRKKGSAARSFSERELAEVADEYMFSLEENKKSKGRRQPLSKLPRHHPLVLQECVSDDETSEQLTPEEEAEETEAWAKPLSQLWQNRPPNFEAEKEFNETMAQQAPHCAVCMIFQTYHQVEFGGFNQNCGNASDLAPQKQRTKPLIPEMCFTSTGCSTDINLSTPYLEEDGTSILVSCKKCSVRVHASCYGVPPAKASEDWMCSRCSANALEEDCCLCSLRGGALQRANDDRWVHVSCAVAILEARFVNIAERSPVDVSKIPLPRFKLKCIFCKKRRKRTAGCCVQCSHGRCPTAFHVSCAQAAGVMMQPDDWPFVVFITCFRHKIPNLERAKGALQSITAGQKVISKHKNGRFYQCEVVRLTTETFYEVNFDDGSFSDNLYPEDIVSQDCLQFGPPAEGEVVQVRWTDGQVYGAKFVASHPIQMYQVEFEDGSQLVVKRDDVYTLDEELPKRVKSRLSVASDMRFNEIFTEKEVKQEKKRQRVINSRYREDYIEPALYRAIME
# Starred values were filed as active, the others as inactive; ? = inconclusive; . = no result given; & = joins results of further samples; [ ] = remark or other dose. Calls come from the whole dose curve; as a rule, active = well fitted curve in the direction sought with a large enough effect; inconclusive = small, poorly fitted or top-dose-only effect, or another doubt; inactive = no such curve, though single readings can be large; an effect the other way counts as inactive or inconclusive. Potency is the fitted concentration of half-maximal effect. A portion of the library; count on the stated rates, not on these rows.
# Field names: A = Pol beta inh; B = APE1 inh; C = Pol kappa inh; D = POLI inh; E = G9a block; F = POLH inh; G = BLM helicase inh; H = BAZ2B inh; I = JMJD2A Tudor inh
COc1ccc(N2CCN(C(C)=C3C(=O)c4ccccc4C3=O)CC2)cc1
  A: -2% | B: -3% | C: 6%[60.1 µM] | D: -10% | E: ? | F: -12% | G: -7% | H: -29% | I: -3%

COc1ccc(OCC(=O)O/N=C(\N)Cc2cccs2)cc1
  A: 25% | B: -6% | C: -7% | D: -10% | E: 9%[59 µM] | F: -16% | G: -6% | H: 44%[activator] | I: 17%

COc1ccc(NC(=O)Cc2ccc(Cl)cc2)cc1NC(=O)c1ccco1
  A: 1% | B: -8% | C: 2% | D: -3% | E: ? | F: -3% | G: -2% | H: -4% | I: -15%

CC(C)CC(=O)Nc1ccnc(-c2ccncc2)n1
  A: 6% | B: 5% | C: -7% | D: 42%[activator] | E: 19%[59 µM] | F: -18% | G: -6% | H: -2% | I: -6%

O=C(CSc1nnc2c(n1)[nH]c1ccccc12)OCc1ccccc1
  A: ? | B: -4% | C: -7% | D: 9% | E: -10%[59 µM] | F: ? | G: -4% | H: 1% | I: -13%

COc1ccc(CCNC(=O)CN2C(=O)COc3ccc(S(=O)(=O)N4CCCC4)cc32)cc1OC
  A: 37%&2% | B: -3% | C: -2%&-7% | D: 28%&41% | E: 53%[activator] | F: -4%&-16% | G: 0%&0% | H: -6%[57.1 µM] | I: -12%&-18%

O=C(NCc1ccccc1)NC1(C(=O)N2CCN(c3ccccc3)CC2)CCCCC1
  A: -15% | B: 2% | C: -24% | D: 15% | E: 13%[59 µM] | F: -14% | G: 0% | H: 2% | I: -28%

O=C(CN1C(=O)C(c2ccc(F)cc2)=NC12CCCCCC2)Nc1ccc(F)c(Cl)c1
  A: 5% | B: . | C: -15% | D: 4% | E: 0%[59 µM] | F: -26% | G: -12% | H: -3% | I: -19%

CCOC(=O)C(=CNc1ccccc1C)C(=O)OCC
  A: 6% | B: -6% | C: 3% | D: 3% | E: 7%[12.7 µM] | F: -10% | G: -2% | H: 23% | I: 17%

CCCCNC(=S)NNC(=O)c1ccc(Br)o1
  A: -4% | B: 1% | C: -6% | D: -6% | E: 8% | F: 1% | G: -6% | H: -14% | I: -2%

CC(C)CCN(C(=O)CCCSc1nc2ccccc2[nH]1)c1c(N)n(Cc2ccccc2)c(=O)[nH]c1=O
  A: . | B: 16% | C: 12% | D: -8% | E: ? | F: -11% | G: . | H: 3% | I: -21%

CCOC(=O)c1ccccc1NC(=O)C1COc2ccccc2O1 (stereo not given)
  A: 22% | B: -1% | C: -15% | D: -4% | E: 147%[activator] | F: -13% | G: -14% | H: 72%[activator] | I: 73%[activator]

COc1ccc(Nc2nnc(Cc3ccc(Cl)cc3)c(=O)[nH]2)c(OC)c1
  A: 19% | B: 2% | C: -5% | D: 8% | E: -5%[59 µM] | F: 0% | G: -8% | H: ? | I: -19%

COc1ccc(CC(=O)NC(=S)Nc2cccc(C)c2)cc1
  A: . | B: . | C: 2% | D: 35%[activator] | E: . | F: -25% | G: . | H: . | I: -4%

CCc1ccccc1NC(=O)c1cnn2c(C(F)(F)F)cc(-c3ccc(OC)c(OC)c3)nc12
  A: 7% | B: . | C: -20% | D: -7% | E: -43%[59 µM] | F: -7% | G: -5% | H: -10% | I: -18%

COc1ccc(C2c3c(n(C)c4ccccc34)C(=O)N2CC(=O)Nc2ccc(C)cc2Cl)cc1 (stereo not given)
  A: 1% | B: . | C: -23% | D: 0% | E: ? | F: -4% | G: -10% | H: -28% | I: -29%

O=C(Nc1ccc(F)cc1)C(c1ccccc1)N1CCN(S(=O)(=O)c2c(F)cccc2F)CC1 (stereo not given)
  A: 0% | B: 4% | C: -11% | D: 6% | E: 21%[59 µM] | F: -22% | G: -6% | H: 0% | I: -10%

COc1ccc(-c2ccccc2[C@H]2[C@@H]3C=CC[C@@H](C)[C@@H]3C(=O)N2Cc2ccccc2)cc1
  A: . | B: -23%&-1% | C: ? | D: -11% | E: -31%[59 µM] | F: -15% | G: -17%[75.6 µM] | H: . | I: -30%

CN(c1ccc(F)cc1)S(=O)(=O)c1ccc(Cl)c(C(=O)OCC(=O)NCc2ccco2)c1
  A: -2% | B: -2% | C: -13% | D: -14% | E: -9% | F: -1% | G: -10% | H: -17% | I: -35%

O=C1CCC/C1=c1\s/c(=C/c2cccnc2)c(=O)n1-c1ccccc1
  A: . | B: . | C: 0% | D: -15% | E: . | F: -15% | G: . | H: . | I: -26%

S=c1oc(-c2ccncc2)nn1CCc1ccncc1
  A: 14% | B: 0% | C: -13% | D: 18% | E: 3%[12.7 µM] | F: -14% | G: -2% | H: 56µM* | I: -19%

O=C(NCCc1cccc(F)c1)C1CCN(S(=O)(=O)c2ccccc2)CC1
  A: 2% | B: -1% | C: 8% | D: -7% | E: 16% | F: 8% | G: -1% | H: 11% | I: 3%

CN(Cc1nc(-c2ccccc2)no1)C(=O)c1ccco1
  A: 23% | B: 20% | C: -1% | D: 16% | E: 2% | F: -11% | G: -2% | H: -1% | I: -7%

Cc1ccc(N(CC(=O)NCc2ccc(F)cc2)S(=O)(=O)c2c(C)nn(C)c2C)cc1
  A: 12%&-1% | B: 46%[activator] | C: ? | D: ? | E: -2% | F: -8%&-12% | G: 0%&-10% | H: -7% | I: -5%&-16%

CCCc1cc(C(=O)Nc2cc(OC)ccc2OC)cs1
  A: 16% | B: 1% | C: -9% | D: -17% | E: . | F: 2% | G: -6% | H: -5% | I: 12%

O=C(NN1C(=O)/C(=C/c2cccnc2)SC1=S)C(c1ccccc1)c1ccccc1
  A: 0% | B: -7% | C: -9% | D: -10% | E: ? | F: -11% | G: -10% | H: -36% | I: ?

CCc1ccc(OCCCC(=O)Nc2ccc(S(=O)(=O)Nc3cc(C)nc(C)n3)cc2)cc1
  A: 32% | B: 43%[activator] | C: -2% | D: -8% | E: ? | F: -15% | G: -2% | H: -13% | I: ?

CC(C)Cc1ccc(/C=C/C(=O)N2CCCCC2)cc1
  A: ? | B: -2% | C: -10% | D: 104%[activator] | E: 34% | F: -14% | G: -10% | H: 14% | I: -4%

CC(=O)Nc1cc(NC(C)=O)c(N=Nc2ccccc2)cc1C
  A: -18% | B: -1% | C: -9% | D: 14% | E: 10% | F: -2% | G: -1% | H: -18% | I: -28%

COc1ccc(N2CCN(C(=O)c3ccc(NC(=O)C4=CSCCO4)cc3)CC2)cc1
  A: -7% | B: 25% | C: -23% | D: 35µM* | E: ? | F: -6% | G: -5% | H: ? | I: 0%

O=C(NC(=S)NC1CCCc2ccccc21)c1ccc(F)cc1 (stereo not given)
  A: 40% | B: -27% | C: -6% | D: 106%[activator] | E: -22% | F: -16% | G: -7% | H: ? | I: 79µM*

CNC(=S)NNC(=O)c1ccccc1Cl
  A: 36% | B: -4% | C: -9% | D: -10% | E: ? | F: 3% | G: -4% | H: 3% | I: -18%

CN1C(C(=O)Nc2ccc(C(=O)O)cc2)=C(O)c2ccccc2S1(=O)=O
  A: . | B: -5% | C: -7% | D: -25% | E: ? | F: -9% | G: . | H: -29% | I: 79µM*

COc1ccc(C2NC(=S)NC(C)=C2C(=O)N2CCOCC2)cc1 (stereo not given)
  A: -4% | B: 1% | C: 10% | D: 17% | E: 40µM* | F: -11% | G: 1% | H: 5% | I: 2%

O=C(COC(=O)/C=C/c1ccc(Cl)c(Cl)c1)NC1CCCC1
  A: . | B: 14% | C: 2% | D: 13% | E: -2%[59 µM] | F: -14% | G: . | H: -1% | I: 1%

O=C(COC(=O)COc1ccc(Cl)cc1Cl)NC1CCCCCC1
  A: . | B: 5% | C: -17% | D: 20% | E: 11%[59 µM] | F: ? | G: . | H: 21% | I: 5%

COc1ccc(C(=O)N(c2ccc(C)cc2)S(=O)(=O)c2ccc(C)cc2)cc1
  A: 4% | B: . | C: -7%[60.1 µM] | D: 8% | E: -1%[59 µM] | F: -21% | G: -4% | H: 0% | I: -23%

C/C(Cl)=C\CNC(C)c1ccccc1 (stereo not given)
  A: 19% | B: -1% | C: -1% | D: -15% | E: -31% | F: -5% | G: 1% | H: 8% | I: 10%

COc1ccc(S(=O)(=O)N(CCc2ccccc2)CC(=O)Nc2cc(C)cc(C)c2)cc1OC
  A: -28% | B: . | C: -13% | D: 21% | E: -28%[59 µM] | F: -20% | G: -14% | H: -15% | I: -28%

Cc1cc(C(=O)OCC(=O)NC(C)C)c2ccccc2n1
  A: -2% | B: ? | C: 4% | D: 10% | E: -2% | F: -36% | G: 0% | H: -20% | I: -27%[11.4 µM]

CCOc1ccc(CCNC(=O)c2ccc3c(c2)N(Cc2ccc(C)cc2)CCS3)cc1
  A: 33% | B: . | C: -6% | D: 2% | E: -22%[59 µM] | F: -8% | G: -3% | H: -10% | I: -19%

Oc1ccc(CN2CCCCC2)c2cccnc12
  A: 0% | B: 4% | C: -3% | D: -3% | E: ? | F: 10% | G: 2% | H: 3.2µM* | I: 8.9µM*

CCNC(=O)NC(C(=O)OC)C12CC3CC(CC(C3)C1)C2 (stereo not given)
  A: -22% | B: -1% | C: -7% | D: 58%[activator] | E: 6%[59 µM] | F: -27% | G: -1% | H: -6% | I: -1%

COc1ccc2cc(C3(C)NC(=O)N(CC(=O)NCC(F)(F)F)C3=O)ccc2c1 (stereo not given)
  A: 31% | B: -3% | C: -2% | D: 8% | E: -4%[2.33 µM] | F: 5% | G: -2% | H: 4% | I: -10%

# Compound activity: PubChem BioAssay, National Center for Advancing Translational Sciences (NCATS)
